TGFb inhibitor: TGF-b pathway inhibition | HepG2 CAGA-GFP TGF-b/SMAD3 reporter, GFP fluorescence, 18 h; TGF-beta stimulated, 500 pg/mL final | Potency, µM (top dose mostly 46.1 µM), without a hit: at the highest dose activity, negative = inhibition, actives largely listed as inhibitors | 410,000 tested, 1.2% active | AID 588855; also: % is scaled to controls: 0 for no effect and ±100 for the full control effect; nearly all actives have a fitted effect of over 65% in size
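Per well, imaged GFP fluorescence of HEPG2 CAGA-GFP cells gives the signal; cells get compound, then TGF-beta (500 pg/mL final), 18 h at 37 degrees C; %Activity versus -TGF-beta and +DMSO controls.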
Nrf2 inh: blocks Nrf2 signaling. A549 ARE-Fluc reporter, luciferase luminescence, 18-24 h. Potency, µM (top dose mostly 46 µM), for inactives: at the top dose activity change, negative = inhibition, most hits filed as inhibitors. 360,000 tested, 2.1% active; also: % is scaled to controls: 0 for no effect and ±100 for the full control effect; nearly all actives have a fitted effect of over 60% in size
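Quantitative HTS in A549 cells stably bearing an antioxidant response element-firefly luciferase construct. Inhibition of Nrf2-driven transcription was scored by luminescence after 18-24 h of compound exposure at 37 °C.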
A549 viability: A549 cytotoxicity, counter-screen for Nrf2 inhibitors; A549 ARE-Fluc cells, CellTiter-Fluor viability, 18-24 h; Potency, µM (top dose mostly 46 µM), for inactives: at the top dose activity change, negative = cytotoxicity, most hits filed as inhibitors; 390,000 tested, 0.16% active; AID 504648; also: % is scaled to controls: 0 for no effect and ±100 for the full control effect
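A549 ARE-Fluc cells in 5% FBS OPTI-MEM, 5000 cells/well, rested 2 h then exposed to compounds in concentration-response for 18-24 h at 37 °C. Viability by CellTiter-Fluor fluorescence (Ex 405/Em 525) after 30 min; luciferase luminescence (BugLite, 15 min, RT) read afterwards.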
EPAC2 antagonist: EPAC2 (human) antagonism | Q8WZA2 | EPAC2 GEF exchange of Rap1B-BODIPY-GDP, fluorescence | Potency, µM (highest dose often 114 µM), inactives show at the top dose activity, negative = inhibition, most hits filed as inhibitors | 360,000 tested, 0.18% active | AID 720708; also: % is scaled to controls: 0 for no effect and ±100 for the full control effect; nearly all actives have a fitted effect of over 45% in size; many of its hits are not listed in these tables
Target sequence (Q8WZA2 whole entry, looked up): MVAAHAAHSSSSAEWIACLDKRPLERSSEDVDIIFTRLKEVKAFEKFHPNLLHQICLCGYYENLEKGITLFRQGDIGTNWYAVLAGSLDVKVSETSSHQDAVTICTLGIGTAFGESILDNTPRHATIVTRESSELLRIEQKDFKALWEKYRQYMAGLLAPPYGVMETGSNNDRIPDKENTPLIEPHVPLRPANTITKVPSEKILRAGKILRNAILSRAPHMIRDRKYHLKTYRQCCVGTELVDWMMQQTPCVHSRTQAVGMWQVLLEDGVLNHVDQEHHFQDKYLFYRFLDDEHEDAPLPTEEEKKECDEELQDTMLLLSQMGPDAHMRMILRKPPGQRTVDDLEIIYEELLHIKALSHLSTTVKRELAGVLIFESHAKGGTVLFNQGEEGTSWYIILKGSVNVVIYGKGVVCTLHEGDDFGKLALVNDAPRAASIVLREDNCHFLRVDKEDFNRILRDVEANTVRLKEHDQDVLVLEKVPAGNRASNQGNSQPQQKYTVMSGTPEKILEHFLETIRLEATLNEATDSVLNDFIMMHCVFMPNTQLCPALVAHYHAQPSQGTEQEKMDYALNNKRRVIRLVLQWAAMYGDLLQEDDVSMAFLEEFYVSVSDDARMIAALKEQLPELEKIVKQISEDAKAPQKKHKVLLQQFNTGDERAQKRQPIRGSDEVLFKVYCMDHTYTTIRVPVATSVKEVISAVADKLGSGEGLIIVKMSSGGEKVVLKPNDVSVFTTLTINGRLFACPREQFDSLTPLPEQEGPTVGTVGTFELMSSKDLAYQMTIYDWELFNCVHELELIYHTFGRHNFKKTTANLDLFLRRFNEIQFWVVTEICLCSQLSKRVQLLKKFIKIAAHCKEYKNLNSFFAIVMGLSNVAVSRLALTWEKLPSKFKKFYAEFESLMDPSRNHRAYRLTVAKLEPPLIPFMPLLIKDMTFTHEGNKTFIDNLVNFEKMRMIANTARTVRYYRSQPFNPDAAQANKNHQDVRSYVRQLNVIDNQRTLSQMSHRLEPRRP
ATXN viability: viability counter-screen for ATXN expression inhibitors. S2 cells (HEK-293 line with an ATXN2-luciferase reporter) viability, CellTiter-Fluor protease fluorescence, 24 h. Potency, µM (series often up to 56.7 µM), actives largely listed as cytotoxic. 400,000 tested, 0.49% active. AID 651635; also: nearly all actives have a fitted effect of over 40% in size
MCF10A rereplic: DNA re-replication induction in MCF 10a cells. MCF 10A DNA re-replication, Hoechst nuclear intensity, 48 h. Potency, µM (highest dose often 46.1 µM), for the others: at the highest dose activity, positive = re-replication, actives largely listed as activators. 350,000 tested, 2.9% active. AID 624296; also: % of control where 0% means no effect; nearly all actives have a fitted effect of over 50% in size
Nrf2 ARE act: activates Nrf2 signaling; Potency, µM (highest dose often 46.1 µM), for inactives: top-dose activation, most hits filed as activators; 410,000 tested, 0.31% active; AREc32 ARE-luciferase reporter (MCF7-derived line), luminescence, 24 h; also: % of control where 0% means no effect; nearly all actives have a fitted effect of over 65% in size
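ARE-driven firefly luciferase activity in AREc32 cells measured after a 24 hr compound exposure at 37 deg C, using Steady-Glo reagent and a 30 min room-temperature hold.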
ATXN2 expr inh: reduces ATXN2 reporter expression in HEK-293 cells | HEK-293 ATXN2-luciferase reporter, luminescence, 24 h | Potency, µM (doses to about 57 µM), for inactives: top-dose activity change, negative = inhibition, most hits filed as inhibitors | 360,000 tested, 0.72% active | AID 1745845; also: % is scaled to controls: 0 for no effect and ±100 for the full control effect; nearly all actives have a fitted effect of over 55% in size
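qHTS (up to 57 uM final) was run with 24 h compound exposure of reporter cells at 37 °C. Each well was multiplexed: SteadyGlo luminescence measured ATXN2-luciferase expression after a fluorogenic Gly-Phe-AFC viability readout (25 uM final).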
HepG2 viability: counter-screen for TGF-b inhibitors: cytotoxicity in HepG2 cells. 410,000 tested, 0.76% active. HepG2 CAGA-GFP viability, ATP luminescence, 18 h. Potency, µM (highest dose often 46.1 µM), inactives show at the top dose activity change, negative = cytotoxicity, hits mostly cytotoxic; also: some results filed as inactive show a strong effect at the top dose
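CellTiter-Glo luminescence gave cytotoxicity after 18 hours at 37 degrees C. The cells were HepG2 CAGA-GFP in 1% FBS DMEM, stimulated with 500 pg/mL TGF-beta after compound addition. %Activity was normalised to no-cell wells (complete cell-killing) and DMSO (no toxicity), and curves were fitted and classified.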
* = called active by the depositor; i = inactive; ? = inconclusive; / = no result given; & = joins results of further samples; [ ] = remark or other dose. Calls follow the shape of the dose curve; as a rule, active = well fitted curve in the direction sought with a large enough effect; inconclusive = small, poorly fitted or top-dose-only effect, or another doubt; inactive = no such curve, though single readings can be large; an effect the other way counts as inactive or inconclusive. Potency is read from the fitted curve at half-maximal effect. Some of the compounds tested; rates above refer to the full screens.

compound | TGFb inhibitor | Nrf2 inh | A549 viability | EPAC2 antagonist | ATXN viability | MCF10A rereplic | Nrf2 ARE act | ATXN2 expr inh | HepG2 viability
COc1cccc(C(=O)Nc2ccccc2-c2nc3ccccc3s2)c1 | 33.9%[activator] | 8.4% | -1.5% | / | i | / | 1.0% | 3.0% | 19.2%
COCCN1CCN(c2c(C)c(C)nc3cc(-c4cccc(OC)c4)nn23)CC1 | 1.0% | 13.0% | 6.7% | 4.1% | i | ? | 24.3% | -11.5% | 8.2%
Cc1ccc(C(NC(=O)N2CC(C)OC(C)C2)C(Cl)Cl)cc1F (configuration not stated) | -5.2% | -7.1% | 1.1% | 15.0% | i | -1.3% | -0.3% | -5.2% | 1.3%
CC1=C(C(=O)NCc2cccc(Br)c2)C2(CCCCC2)OC1=O | ? | -11.0% | 8.1% | / | i | / | -0.3% | -5.6% | -3.1%
CCOc1cc(C(F)(F)F)cnc1/C(N)=N/O | 17.1% | -2.1% | -1.2% | 2.9% | i | -4.9% | -0.6% | -10.9% | 121.7%
COc1cc(/C=C2\C(=N)N3N=C(S(C)(=O)=O)SC3=NC2=O)ccc1OS(=O)(=O)c1ccc(C)cc1 | 2.5% | -8.5% | 5.8% | ? | i | 15.5% | 4.6% | / | -7.0%
O=C(O)c1cccc(Sc2ccc(Br)cc2C(=O)O)c1 | -10.0% | 7.9% | 1.4% | 2.4% | i | 11.0% | -0.6% | 11.2% | -14.1%
Cc1ccccc1C(=O)NNC(=S)NC(=O)c1cccnc1 | 0.1% | -6.9% | 14.5% | -0.3% | i | 7.7% | 3.3% | / | -11.3%
COc1cc2c(cc1OC)C(=Cc1ccc(N(C)C)cc1)C=C2 | -6.5% | 7.0% | ? | -3.4% | i | 11.4% | 3.4% | 6.7% | -3.7%
Cc1ccc(Cl)cc1NC(=O)Cn1nc(-c2cccs2)ccc1=O | 9.2% | 4.8% | 1.8% | 2.7% | i | 6.2% | 2.1% | -17.2% | -6.3%

Some of the entries so far, with each value named:
> CC1=C(C(=O)NCc2cccc(Br)c2)C2(CCCCC2)OC1=O
  TGFb inhibitor: ?
  Nrf2 inh: -11.0%
  A549 viability: 8.1%
  EPAC2 antagonist: /
  ATXN viability: i
  MCF10A rereplic: /
  Nrf2 ARE act: -0.3%
  ATXN2 expr inh: -5.6%
  HepG2 viability: -3.1%

> CCOc1cc(C(F)(F)F)cnc1/C(N)=N/O
  TGFb inhibitor: 17.1%
  Nrf2 inh: -2.1%
  A549 viability: -1.2%
  EPAC2 antagonist: 2.9%
  ATXN viability: i
  MCF10A rereplic: -4.9%
  Nrf2 ARE act: -0.6%
  ATXN2 expr inh: -10.9%
  HepG2 viability: 121.7%

4 compounds from above, sorted by SMILES length, high to low:
compound | TGFb inhibitor | Nrf2 inh | A549 viability | EPAC2 antagonist | ATXN viability | MCF10A rereplic | Nrf2 ARE act | ATXN2 expr inh | HepG2 viability
COCCN1CCN(c2c(C)c(C)nc3cc(-c4cccc(OC)c4)nn23)CC1 | 1.0% | 13.0% | 6.7% | 4.1% | i | ? | 24.3% | -11.5% | 8.2%
Cc1ccc(C(NC(=O)N2CC(C)OC(C)C2)C(Cl)Cl)cc1F (configuration not stated) | -5.2% | -7.1% | 1.1% | 15.0% | i | -1.3% | -0.3% | -5.2% | 1.3%
COc1cccc(C(=O)Nc2ccccc2-c2nc3ccccc3s2)c1 | 33.9%[activator] | 8.4% | -1.5% | / | i | / | 1.0% | 3.0% | 19.2%
CCOc1cc(C(F)(F)F)cnc1/C(N)=N/O | 17.1% | -2.1% | -1.2% | 2.9% | i | -4.9% | -0.6% | -10.9% | 121.7%

New compounds follow:
compound | TGFb inhibitor | Nrf2 inh | A549 viability | EPAC2 antagonist | ATXN viability | MCF10A rereplic | Nrf2 ARE act | ATXN2 expr inh | HepG2 viability
COc1ccc(C2(C)NC(=O)N(CC(=O)NCCC3=CCCCC3)C2=O)cc1OC (configuration not stated) | -12.9% | -14.6% | -17.9% | -1.8%[57.1 µM] | i | 2.7% | 1.5% | 5.7% | 1.1%
COc1ccc(C(=O)c2ccccc2C(=O)c2ccccc2)cc1 | -3.6% | -8.5% | -0.9% | -18.0% | ? | 12.3% | 0.1% | -11.5% | -13.2%
O=C(O)C1C2C=CC3(O2)C1C(=O)N1c2ccccc2COC13 (configuration not stated) | 4.5% | / | -0.3% | 17.3% | i | -13.2% | -0.8% | 0.9% | -2.2%
Cc1cccc(CS(=O)(=O)Cc2ccc(C(=O)NC(C)c3ccccc3)o2)c1 (configuration not stated) | 8.9%&12.1% | 2.2% | ? | 2.8% | i | 0.4% | -0.7%&0.5% | 7.5% | 4.8%&-3.8%
O=C(Nc1ccc2c(c1)OCO2)C1CCN(c2ccc(S(=O)(=O)N3CCOCC3)cc2)CC1 | -14.7% | 9.1% | -8.0% | 14.8% | i | 7.5% | 3.2% | 2.4% | -5.7%
COc1cc(C(=O)NCc2ccc(F)cc2)cc(Cl)c1OC | 6.8% | -4.5% | -0.8% | 2.2% | i | 24.3% | 0.2% | -0.5% | -10.0%
COc1ccc(-c2nc3cnccn3c2Nc2ccc3c(c2)OCO3)cc1 | ? | ? | -19.5% | ? | i | 3.4% | -0.1% | -2.2% | -6.8%
O=C(CCCCCn1c(=S)[nH]c2ccc(N3CCOCC3)cc2c1=O)NCc1ccc2c(c1)OCO2 | 18.8% | -15.3% | -12.3% | -3.9% | / | ? | -0.6% | ? | -3.1%
CCCCNC(=O)c1onc(CSc2cccc(OC)c2)c1C(=O)O | -0.3% | -5.1% | -0.8% | -8.5% | i | -16.9% | 0.3% | 166.7%[activator] | 3.2%
CC(C)CC(=O)Nc1ccc2c(c1)oc1ccccc12 | -2.8% | ? | 2.6% | -4.6% | i | ? | 5.1% | 93.6%[activator] | -22.7%
CCOc1ccc(N2CC(C(=O)Nc3cccc(S(=O)(=O)NC4=NCCC4)c3)CC2=O)cc1 (configuration not stated) | -5.2% | -27.0% | 0.0% | 1.8% | i | -3.6% | 0.2% | / | 2.7%
NC(=O)Cn1cc(C(=O)C(=O)N2CCOCC2)c2ccccc21 | -13.1% | 11.3% | -8.0% | -7.1% | i | -17.6% | 0.3% | 24.7% | -3.2%
Cc1cc(/C=C2\C(=O)NN(c3ccccc3)C2=O)c(C)n1-c1ccccc1O | ? | 10.4% | -9.9% | 14.8% | ? | -0.7% | 4.7% | / | -34.1%
CC[C@H](C)[C@H](NC(N)=O)C(=O)Nc1ccc2c(c1)OCO2 | -21.0% | 1.2% | 4.7% | 3.5% | i | 0.6% | -0.4% | 4.0% | 3.3%
CCN1CCN(C(c2ccc(C(F)(F)F)cc2)c2ccc3cccnc3c2O)CC1 (configuration not stated) | ? | ? | -20.5% | -4.4% | / | ? | 9.6% | ? | -23.7%
Cc1ccccc1OCC(=O)Nc1ccc(S(=O)(=O)N(Cc2ccccc2)c2ccccc2)cc1 | 0.4% | 0.8% | 7.0% | / | i | / | 0.2% | -6.6% | -9.2%
Cc1ccc(NC(=O)c2cnc(SCC(=O)N3CCOCC3)n(C)c2=O)cc1 | -2.3% | / | -8.2% | / | / | / | 5.5% | / | -6.4%
CC(=O)NC(c1cc(Cl)c2ccccc2c1O)C(C)C (configuration not stated) | -11.9% | 0.6% | 0.3% | ? | i | 27.5% | 5.3% | -27.3% | -15.0%
Cc1ccc(S(=O)(=O)N2CCN(C(=O)N3CCOCC3)CC2)cc1C | 17.5% | 4.1% | -7.1% | 9.4% | ? | ? | 0.0% | -2.9% | -1.6%
C/C=C/C(=O)OCC(=O)Nc1cc([N+](=O)[O-])ccc1Cl | 5.8% | 4.2% | -7.3% | 1.1% | i | -1.7% | 22.0% | 8.8% | -3.3%

Additional records follow.
mol	TGFb inhibitor	Nrf2 inh	A549 viability	EPAC2 antagonist	ATXN viability	MCF10A rereplic	Nrf2 ARE act	ATXN2 expr inh	HepG2 viability
CCN(CC(=O)NCc1ccc(F)cc1)C(=O)/C=C/c1ccc(OC)cc1	9.7%	-7.7%	-15.9%	-5.7%	i	-16.9%	0.4%	3.8%	-8.3%
O=C(O)CCCCCNS(=O)(=O)c1cccc2c1C(=O)c1ccccc1C2=O	?	-7.3%	-3.7%	9.3%	i	?	-1.0%	-14.4%	-74.9%
CS(=O)(=O)c1ccc2nc(NC(=O)c3cccc([N+](=O)[O-])c3)sc2c1	-18.1%	?	0.8%	-8.8%	i	7.4%	5.8%	/	-39.0%
C[C@@H]1NC(=O)c2cc([N+](=O)[O-])cc(I)c2OCC[C@@H](C(=O)NC(CC(=O)O)C(N)=O)NC(=O)[C@H](CC(N)=O)NC1=O (some centres not stated)	?	-3.9%	-17.0%	23.3%	?	7.1%	-1.2%	1.8%	1.9%
COc1ccc(S(=O)(=O)Nc2ccc(F)c(F)c2)cc1Cl	10µM*	?	-12.4%	-15.5%	i	-2.7%	3.4%	-8.3%	-39.3%
C[C@H](CO)N1C[C@H](C)[C@@H](CN(C)C(=O)Nc2ccc(C(F)(F)F)cc2)Oc2c(cccc2N(C)C)C1=O	1.7%	-17.4%	-13.7%	-8.7%	?	-3.9%	0.2%	-17.0%	-33.0%
Cc1ccc(NC(=S)NC2CC3CCC(C2)N3Cc2ccco2)c(C)c1 (configuration not stated)	?	9.8%	23.4%	-0.2%	i	-11.5%	0.6%	5.2%	-11.2%
COc1ccc(C)cc1NC(=S)NN1CCN(C)CC1	-0.3%	-3.8%	2.1%	-4.7%	i	1.2%	-0.1%	-26.9%	1.9%
Nc1nc(=S)ss1	4.5%	0.1%	1.3%	2.0%	i	20.6µM*	16.6%	-8.1%	-14.3%
COc1ccc(NC(=O)Cn2cc(S(=O)(=O)c3ccccc3)c(=O)c3cc4c(cc32)OCO4)cc1	-6.3%	16.6%	-4.6%	/	i	/	-0.6%	-2.9%	-1.5%
COc1ccc2ccc(OCC(=O)Nc3cc(C)on3)cc2c1	11.8%	-9.4%	-10.0%	0.8%	i	8.5%	-0.9%	-12.2%	-1.7%
Cc1n[nH]c(C)c1S(=O)(=O)N1CCOCC1	17.7%	-4.0%	2.2%	-0.3%	i	?	0.2%	-0.8%	9.1%
